NR3A LBD binder – modulators (binders) of human NR3A ligand-binding domain. NR3A LBD differential scanning fluorimetry, Tm shift; 0% = protein alone, 100% = glycine-bound protein. Tm shift relative to glycine control, % at 25 µM. hit rate 2.5% among 340,000;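 active = melting temperature shift of at least 10% of the positive control shift, at one fixed dose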
SENP6 inh – SENP6 protease inhibition. Recombinant SENP6 catalytic domain, aminoluciferin luminescence. Q9GZR1. inhibition, % at 10 µM. AID 2599. hit rate 1.8% among 330,000;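 active = inhibition above about 50% at the single tested dose, limit read from the data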;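 also: plate controls were DMSO wells with enzyme for no effect and DMSO wells lacking enzyme for full effect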
MPTP inh – permeability transition pore inhibition | isolated mouse mitochondria, Ca2+ swelling absorbance, 30 min | AID 602449 | hit rate 1.4% among 360,000 | inhibition, % at 10 µM;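 active = inhibition of 50% or more, scaled per plate between neutral and stimulator controls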;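 also: 0% = DMSO wells given calcium and 100% = 1 mM EGTA wells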
ATG4B inh – inhibitors of human ATG4B cysteine protease. inhibition, % at 8.33 µM. ATG4B cleavage of LC3-PLA2, NBD-HPC fluorescence, 1 h. hit rate 0.51% among 340,000. Q9Y4P1; in the data active = inhibition above about 40%
SENP7 inh – inhibitors of human SENP7 protease. Q9BQF6. recombinant SENP7, Z-RLRGG-aminoluciferin luminescence, 40 min. inhibition, % at 5 µM. hit rate 1.5% among 330,000. AID 434973;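 active = inhibition above about 50% at the single test dose, limit read from the data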;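 also: plate controls were DMSO with enzyme for no effect and no enzyme buffer wells for full effect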
HKDC1 inh – HKDC1 (human) hexokinase inhibition; recombinant HKDC1, G6PDH/diaphorase resazurin coupled fluorescence; inhibition, % at 20 µM; hit rate 0.16% among 340,000; AID 493160;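 active = inhibition above about 35% when tested at 20 µM, limit read from the data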;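 also: plate controls were DMSO wells with enzyme for no effect and DMSO wells lacking enzyme for full effect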
Target sequence (Q2TB90 whole entry, looked up): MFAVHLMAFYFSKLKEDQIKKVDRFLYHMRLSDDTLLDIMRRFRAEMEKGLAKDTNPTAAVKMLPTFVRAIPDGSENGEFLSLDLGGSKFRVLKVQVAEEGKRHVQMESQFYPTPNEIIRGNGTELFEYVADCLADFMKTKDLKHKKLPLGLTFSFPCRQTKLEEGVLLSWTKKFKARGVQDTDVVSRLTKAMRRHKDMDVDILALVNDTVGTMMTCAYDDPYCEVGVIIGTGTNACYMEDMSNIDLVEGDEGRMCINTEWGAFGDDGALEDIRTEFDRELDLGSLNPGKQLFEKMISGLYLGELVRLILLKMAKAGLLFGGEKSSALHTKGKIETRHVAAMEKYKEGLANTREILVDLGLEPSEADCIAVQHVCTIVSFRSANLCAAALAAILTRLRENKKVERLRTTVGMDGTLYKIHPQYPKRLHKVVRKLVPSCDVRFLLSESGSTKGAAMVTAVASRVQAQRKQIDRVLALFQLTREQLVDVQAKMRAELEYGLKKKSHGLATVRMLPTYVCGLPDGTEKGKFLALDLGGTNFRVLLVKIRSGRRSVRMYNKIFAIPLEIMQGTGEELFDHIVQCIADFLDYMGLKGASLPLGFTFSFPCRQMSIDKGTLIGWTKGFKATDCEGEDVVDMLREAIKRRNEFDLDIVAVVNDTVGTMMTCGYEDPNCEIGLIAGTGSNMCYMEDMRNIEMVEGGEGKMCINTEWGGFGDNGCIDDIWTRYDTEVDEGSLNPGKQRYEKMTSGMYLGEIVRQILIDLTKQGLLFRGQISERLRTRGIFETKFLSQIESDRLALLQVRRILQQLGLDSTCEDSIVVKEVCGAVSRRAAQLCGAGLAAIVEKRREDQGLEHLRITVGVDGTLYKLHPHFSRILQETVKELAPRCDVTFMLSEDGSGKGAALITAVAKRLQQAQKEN
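Test system: Recombinant HKDC1 (HK5) hexokinase enzyme, produced in-house | Input: HKDC1 at 5 µg/mL | Buffer or medium: Tris pH 8.0 buffer with MgCl2, Tween-20, BSA, BME | Schedule: 90 min reaction incubation at room temperature, dark | Technique: Resazurin-to-resorufin fluorescence via G6PDH and diaphorase coupling, 525/613 nm | Controls: DMSO wells with and without enzyme mix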
SENP8 block – inhibitors of human SENP8 protease | Q96LD8 | hit rate 0.64% among 360,000 | inhibition, % at 20 µM | recombinant SENP8, Nedd8 substrate fluorescence | AID 602440; in the data active = inhibition mostly above about 40%, no sharp cut-off; inactive = mostly below about 27%
Target sequence (Q96LD8 whole entry, looked up): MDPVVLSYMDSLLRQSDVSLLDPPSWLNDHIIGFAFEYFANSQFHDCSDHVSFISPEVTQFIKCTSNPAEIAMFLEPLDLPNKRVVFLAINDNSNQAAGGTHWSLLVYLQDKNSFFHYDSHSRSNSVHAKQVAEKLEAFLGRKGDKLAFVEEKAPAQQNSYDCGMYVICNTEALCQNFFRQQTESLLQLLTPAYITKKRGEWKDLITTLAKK
PfG6PD inh – PfG6PD (Plasmodium falciparum) enzyme inhibition; hit rate 0.78% among 350,000; AID 504690; inhibition, % at 20 µM; PfGluPho enzyme, NADPH resazurin-diaphorase fluorescence;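 active = inhibition reaching at least a set limit at 20 µM in the primary screen, cut at about 59% in these data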;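 also: 0% = DMSO wells with substrate and 100% = DMSO wells lacking glucose-6-phosphate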
* hit, by the source's call.

Every second line gives: NR3A LBD binder, SENP6 inh, MPTP inh, ATG4B inh, SENP7 inh, HKDC1 inh, SENP8 block, PfG6PD inh
CC(=O)OC(C(=O)N1CCOCC1)c1c(F)cccc1F (stereo unspecified)
→ -1, -9, 0.0, 13, 5, -3, 22, -13
CC1(c2ccccc2Cl)NC(=O)N(CC(=O)Nc2cccnc2Cl)C1=O (stereo unspecified)
→ -2, -9, -0.4, 3, -3, -6, -3, -13
CCCNC(=S)Nc1ccc(Cl)cc1Cl
→ -1, 5, 1.6, -8, -9, -15, 12, 5
C=CCSc1nc2sc3c(c2c(=O)n1-c1ccc(C)cc1)CCN(C)C3
→ -1, 14, -1.7, -5, 3, 0, -267, 3
O=C(CN1C(=O)NC2(CCCCC2)C1=O)NCc1cccs1
→ 2, -2, -0.8, 0, 9, -15, 14, -9
Nc1cc(=O)[nH]c(SCC(=O)Nc2cccc(S(=O)(=O)N3CCCCC3)c2)n1
→ -1, 11, 0.6, -5, 6, 3, -8, -38
CN(c1ccccc1)S(=O)(=O)c1ccc(C(=O)Nc2nnc(C3CC3)s2)cc1
→ -2, -3, 2.5, 5, -3, 16, -64, 2
CCCc1cc(C(=O)Nc2ccc(C#N)cc2)no1
→ 1, -2, -1.6, -1, -5, -8, 8, 6
CN(C(=O)CSc1nnc(Nc2ccccc2)s1)C1CCS(=O)(=O)C1 (stereo unspecified)
→ 0, -3, 0.3, 3, 14, -11, 18, -7
CCc1ccc2c(c1)c1nc(C)sc1n2CC
→ 1, 20, -10, 3, 9, -12, 96*, 3
COc1ccc(S(=O)(=O)N(CC(=O)N2CCN(C)CC2)c2ccc(C)cc2)cc1OC
→ -15, 5, 0.2, 3, 3, -8, 1, -23
O=C(Nc1nc2ccccc2s1)c1c(F)cccc1Cl
→ 0, 26, -0.5, 11, 12, -4, 5, 9
COc1ccccc1NC(=O)Nc1nn(C)c2cccc(OC)c12
→ -1, -7, 1.0, -8, 4, 3, 5, 9
CC(=O)Nc1cn(-c2ccccc2)nc1-c1ccccc1
→ -1, -19, -0.5, 1, -6, -4, 9, -6
CC(C)n1c(CSCc2ccc(Cl)cc2Cl)n[nH]c1=S
→ -4, -19, 1.6, 13, -13, 6, 6, 8
Cc1ccc(S(=O)(=O)N2CCC3(CC2)OCCN3S(=O)(=O)c2c(C)cc(C)cc2C)cc1
→ 2, -6, 7.4, 8, 7, -4, 10, -1
Cc1ccc(C(=O)n2cnnc2N)cc1C
→ 2, 0, 1.3, -10, -1, 6, 14, 17
Cc1ccc(-n2c(Cc3cccn3C)nnc2SCC(=O)N2CCc3ccccc32)cc1
→ -1, -13, -0.8, 52*, -5, -5, 8, 14
CCNC(=O)COC(=O)C1CCN(S(=O)(=O)c2ccc3c(c2)OCCO3)CC1
→ 7, -13, -1.2, -4, -8, -4, 14, -3
Cc1cc2c(cc1C)N(C(=O)CSC1=NCCS1)C(C)(C)c1ssc(=S)c1-2
→ -4, 5, 0.9, -5, -1, -5, 24, -4
CCC(CC)C(=O)Nc1nnc(SCC(=O)NC2CCCCC2)s1
→ -1, -6, 1.7, -2, -4, -3, 8, -7
Cc1ccc(CNC(=O)C2CC2c2ccccc2)cc1 (stereo unspecified)
→ 0, -4, 1.0, -6, 1, 0, 10, -1
Cc1sc(NC(=O)c2ccc(F)cc2)c(CN2CCCCCC2)c1C
→ -5, 33, 45, 22, 2, -7, -60, 23
Cc1onc(-c2ccccc2Cl)c1C(=O)Nc1nnc(Cc2ccc(Cl)cc2)s1
→ 4, 14, -0.4, 4, 0, 3, 0, -45
CC(=O)C1=C(O)C(=O)N(c2ccc(C(=O)O)cc2)C1c1ccc([N+](=O)[O-])cc1 (stereo unspecified)
→ 2, -16, -1.2, -3, -3, -5, 10, 5
C=CCn1c(-c2cccn(Cc3ccc(Cl)cc3Cl)c2=O)n[nH]c1=S
→ -1, 16, 0.7, 6, -11, 14, -264, 30
COCC(=O)NNC(=O)c1ccccc1OC
→ -2, -17, -0.6, -10, -2, -11, 17, 11
CC1CC(C)CN(C(=O)c2cccc(N3C(=O)c4ccccc4C3=O)c2)C1 (stereo unspecified)
→ -4, 6, -1.1, 39, 2, 4, 11, -15
O=[N+]([O-])c1cccc(/C=C/c2ccc3cccc(O)c3n2)c1
→ 7, 13, 2.1, 1, 22, 4, 28, -12
CCOc1cnn(-c2cc(Oc3ccc(C)cc3)ncn2)c(=O)c1Cl
→ 0, -21, -12, -1, 6, 4, 18, -14
Cc1ccc(S(=O)(=O)NC(=O)Nc2cccc(C)n2)cc1
→ 1, -3, 0.8, -7, 0, -13, 9, -2
CCCN1CCN(S(=O)(=O)c2ccc3c(c2)CCC(=O)N3)CC1
→ 2, -7, -1.2, -2, 11, -1, -2, 1
CS(=O)(=O)c1ccc(Cl)c(NC(=O)CSC(=S)N2CCCC2)c1
→ 0, -13, 0.1, -5, 12, -4, -4, -8
CONC(=O)Nc1ccccc1[N+](=O)[O-]
→ 0, 1, -0.9, 37, 5, 3, 18, -16
CCOc1ccc(NC(=O)CSc2nnc(C)n2Cc2ccccc2)cc1
→ 0, -5, 0.1, 6, 10, -3, -1, -6
Cc1cc(Cl)c2oc(C(=O)N3CCN(c4ccncc4)CC3)c(C)c2c1
→ -2, -10, -0.1, 7, -3, -2, 10, 4
CCOc1ccc(CC(=O)Nc2sc(Cc3ccccc3)cc2C(N)=O)cc1OCC
→ -9, 5, -1.8, 15, 4, -8, 7, 44
COc1ccc(OCC(=O)NC(CC(=O)O)c2ccc(OC)c(OC)c2)cc1 (stereo unspecified)
→ 1, -2, -0.6, -2, 1, 9, 29, 1
COc1ccc(NC(=O)[C@H](COCc2ccccc2)NC(=O)OC(C)(C)C)cc1
→ -1, -19, -0.4, -6, -2, -1, 8, -10
O=C(COc1ccccc1)N1c2ccccc2Sc2ccccc21
→ -4, -9, 2.9, -5, -9, -2, 8, 8
COc1ccccc1C(C)NC(=O)c1ccc(NC(=O)CC2SC(N3CCCC3)=NC2=O)cc1 (stereo unspecified)
→ -2, -5, -0.6, -4, 6, -1, -2, -7
CC1CCc2c(sc3ncnc(SC(C)C(=O)NCC4CCCO4)c23)C1 (stereo unspecified)
→ -2, -9, -1.2, -10, 3, 1, -52, 4
COCCn1c(SCCN2CCOCC2)nc2c1c(=O)[nH]c(=O)n2C
→ 0, -8, -0.7, -7, -9, -8, 4, 59
CC(C)(CNC(=O)c1ccc(S(=O)(=O)N2CCCC2)cc1)N1CCOCC1
→ -4, 21, 0.9, 7, -2, -3, 13, -5
Cc1ccc(/C=C/C(=O)OCC(=O)N(CC(C)C)c2c(N)n(Cc3ccccc3)c(=O)[nH]c2=O)o1
→ -1, -12, -0.8, -6, -3, -4, -5, 15
COc1ccc(NC(=S)N2CCN(C(=O)c3ccco3)CC2)cc1OC
→ 0, 5, -0.4, 0, -2, 1, 5, 1
CC(C)OC(=O)c1c(NC(=O)c2cnn3c2NC(c2ccccc2)CC3C(F)(F)F)sc2c1CCCC2 (stereo unspecified)
→ -1, -14, -2.6, -5, 8, -5, -467, 5
CN(c1cccc(Cl)c1)S(=O)(=O)c1cccc(C(=O)NC2=NCCS2)c1
→ -16, 1, -0.5, -24, 1, -2, 17, 1
O=C(O)CCCNc1ccc(S(=O)(=O)N2CCCCC2)cc1
→ 3, 2, 0.0, -9, -1, -7, 6, -15
CCN=C1SC(CC(=O)Nc2ccc(C)cc2)C(=O)N1CC (stereo unspecified)
→ 0, 13, 1.5, 0, 12, -2, 40*, -5
O=C(NC1=NCCS1)C1CCN(S(=O)(=O)c2cc([N+](=O)[O-])ccc2Cl)CC1
→ -1, -17, -0.2, -11, -3, 8, 18, 16
C=C(C)c1cccc(C(C)(C)NC(=O)N2CCCC(C)C2)c1 (stereo unspecified)
→ 2, -24, -1.9, -4, 15, -8, 4, -6
CC(=O)N1CCN(c2ccc(NC(=O)/C=C/c3ccccc3)cc2)CC1
→ -33, -7, -0.1, -4, -2, -1, 22, 2
c1ccc2c3c(c(CN4CCCCC4)cc2c1)COC3
→ 1, -17, 2.4, 4, 16, 7, 23, -9
O=C(COc1ccc(F)cc1)NCCCn1ccnc1
→ 1, -23, 1.0, 1, -11, -2, 5, 0
COCc1cc(=O)n2[nH]c(-c3ccsc3-n3c(C)ccc3C)cc2n1
→ -1, -14, 0.3, -1, 11, 4, -63, 20
Cc1ccc(Nc2nc(-c3sc(C)nc3C)cs2)cc1
→ -11, -1, 0.5, 1, 13, -2, -17, 35
CCOC(=O)C1(C/C(C)=N/NC(N)=O)CC(C)(C)OC1=O (stereo unspecified)
→ 0, -1, 0.1, 2, 2, -6, 6, -7
O=C(CN1CCN(C(=O)c2ccco2)CC1)Nc1ccc(Cl)c(S(=O)(=O)N2CCOCC2)c1
→ 0, -10, -0.2, -7, -8, -7, 7, -9
CC(C)CN(C(=O)C1CCC1)c1c(N)n(Cc2ccccc2)c(=O)[nH]c1=O
→ 0, -4, 0.5, 3, -14, -6, 10, -10

Next structures follow:
Every second line gives: NR3A LBD binder, SENP6 inh, MPTP inh, ATG4B inh, SENP7 inh, HKDC1 inh, SENP8 block, PfG6PD inh
CCn1ncc(-c2csc(N)n2)c1C
→ 0, -22, -2.8, -10, -9, -5, -4, 18
COc1ccc(NC(=O)C(c2ccc(OC)cc2)N(C)C(=O)Cc2cccs2)cc1 (stereo unspecified)
→ -3, -10, -2.2, 4, -6, -4, 14, -20
CC(C)CC(NC(=O)CCl)c1ccccc1 (stereo unspecified)
→ -2, -12, -1.2, -4, 4, -6, 6, -17
COc1ccc(CCNC(=O)CSc2cn(Cc3cccc(C)c3)c3ccccc23)cc1OC
→ -4, 4, -2.5, -18, 6, 1, 7, 19
Cc1cc(O)c(C(C)C)cc1N=Nc1ccccc1C(=O)O
→ 0, 17, 76*, -2, 5, 2, 32, 6
Cc1sc(NC(=S)NC(=O)C(C)(C)C)c(C(N)=O)c1C
→ -5, 15, 0.3, -4, -22, 6, 14, -4
CC1CCCCC1NC(=O)c1ccc(-n2cncn2)cc1 (stereo unspecified)
→ 0, -9, -0.7, -6, 0, -2, 14, 3

Sorted by SMILES length (rising): part of the list above
Every second line gives: NR3A LBD binder, SENP6 inh, MPTP inh, ATG4B inh, SENP7 inh, HKDC1 inh, SENP8 block, PfG6PD inh
CCn1ncc(-c2csc(N)n2)c1C
→ 0, -22, -2.8, -10, -9, -5, -4, 18
CC(C)CC(NC(=O)CCl)c1ccccc1 (stereo unspecified)
→ -2, -12, -1.2, -4, 4, -6, 6, -17
O=C(COc1ccc(F)cc1)NCCCn1ccnc1
→ 1, -23, 1.0, 1, -11, -2, 5, 0
c1ccc2c3c(c(CN4CCCCC4)cc2c1)COC3
→ 1, -17, 2.4, 4, 16, 7, 23, -9
Cc1ccc(Nc2nc(-c3sc(C)nc3C)cs2)cc1
→ -11, -1, 0.5, 1, 13, -2, -17, 35
Cc1cc(O)c(C(C)C)cc1N=Nc1ccccc1C(=O)O
→ 0, 17, 76*, -2, 5, 2, 32, 6
Cc1sc(NC(=S)NC(=O)C(C)(C)C)c(C(N)=O)c1C
→ -5, 15, 0.3, -4, -22, 6, 14, -4
C=C(C)c1cccc(C(C)(C)NC(=O)N2CCCC(C)C2)c1 (stereo unspecified)
→ 2, -24, -1.9, -4, 15, -8, 4, -6
CCOC(=O)C1(C/C(C)=N/NC(N)=O)CC(C)(C)OC1=O (stereo unspecified)
→ 0, -1, 0.1, 2, 2, -6, 6, -7
COCc1cc(=O)n2[nH]c(-c3ccsc3-n3c(C)ccc3C)cc2n1
→ -1, -14, 0.3, -1, 11, 4, -63, 20
COc1ccc(NC(=O)C(c2ccc(OC)cc2)N(C)C(=O)Cc2cccs2)cc1 (stereo unspecified)
→ -3, -10, -2.2, 4, -6, -4, 14, -20
COc1ccc(CCNC(=O)CSc2cn(Cc3cccc(C)c3)c3ccccc23)cc1OC
→ -4, 4, -2.5, -18, 6, 1, 7, 19
O=C(NC1=NCCS1)C1CCN(S(=O)(=O)c2cc([N+](=O)[O-])ccc2Cl)CC1
→ -1, -17, -0.2, -11, -3, 8, 18, 16
O=C(CN1CCN(C(=O)c2ccco2)CC1)Nc1ccc(Cl)c(S(=O)(=O)N2CCOCC2)c1
→ 0, -10, -0.2, -7, -8, -7, 7, -9

Assay outcomes: PubChem BioAssay, Sanford-Burnham Center for Chemical Genomics
